From PubChem
SRC3 inh = inhibits human SRC3 coactivator | AID 588352 | Q9Y6Q9 | actives 0.17% (n = 360,000) | HEK293 GAL4-SRC3 luciferase reporter, luminescence | inhibition, % at 3.6 µM;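 active = inhibition above a per-campaign cutoff, the mean of all compounds plus 3 SD, cut at about 60% in these data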;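 note: 0% = DMSO-treated cells and 100% = gossypol-treated cells at 36 µM; higher means less SRC3-driven luciferase light from the GAL4 reporter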
Shn3 3UTR inh = inhibitors of Schnurri-3 3'UTR reporter in osteoblasts | inhibition, % at 12.5 µM | Clone20 osteoblast Shn3 3'UTR firefly luciferase, 24 h | actives 0.52% (n = 360,000);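 active = mean inhibition of at least 75% with every replicate also reaching 75%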;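 note: 0% = median of neutral control wells and 100% = pilot-screen positive control compound; some compounds past the cut are filed as inactive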
TROY signal inh = inhibitors of TROY-dependent NF-kB signaling; Q293 LMP1-TROYcd NF-kB luciferase reporter, 4 h; inhibition, % at 10 µM; actives 0.98% (n = 360,000);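 active = compounds whose plate-normalised and pattern-corrected inhibition of the luciferase reporter signal at the single screening dose is 50% or more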
KKLEB tox = reduces viability of KKLEB cystic fibrosis airway cells; activity change (cytotoxicity), % at 5 µM; KKLEB CF airway cells viability, ATPlite luminescence, overnight; hits give low values; cells stimulated with P. aeruginosa culture filtrate; actives 0.36% (n = 360,000);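 active = corrected activity change at or below -50% at 5 µM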
NR2F2 inh = NR2F2 (human) inhibition, primary screen; AID 686940; inhibition, % at 8.6 µM; HEK293T NGFI-A luciferase reporter, luminescence; actives 0.7% (n = 370,000);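 active = inhibition above a per-plate cutoff, mean inhibition of test wells between control levels plus 3 SD, cut at about 38% in these data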;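 note: cells cotransfected with COUP-TFII expression vector driving the NGFI-A reporter; 0% = median of COUP-TF2 test wells and 100% = reporter-only cells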
Target sequence (P24468 whole entry, looked up): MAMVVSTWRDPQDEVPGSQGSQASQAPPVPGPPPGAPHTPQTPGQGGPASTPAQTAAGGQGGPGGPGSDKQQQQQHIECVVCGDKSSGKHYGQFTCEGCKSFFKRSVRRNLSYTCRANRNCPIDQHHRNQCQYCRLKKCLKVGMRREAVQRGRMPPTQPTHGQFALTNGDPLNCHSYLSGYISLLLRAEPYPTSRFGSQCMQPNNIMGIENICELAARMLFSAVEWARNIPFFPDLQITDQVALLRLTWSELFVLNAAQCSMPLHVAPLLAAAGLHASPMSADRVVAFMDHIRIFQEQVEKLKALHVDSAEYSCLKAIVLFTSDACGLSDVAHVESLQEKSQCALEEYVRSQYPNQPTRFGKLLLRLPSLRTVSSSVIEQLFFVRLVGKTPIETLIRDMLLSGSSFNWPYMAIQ
TWEAK-Fn14 inh = inhibitors of TWEAK-Fn14 interaction signaling. TWEAK-stimulated Fn14 reporter cells, luciferase luminescence, 8 h. inhibition, % at 10 µM. actives 2% (n = 360,000). AID 1159606; in the data active = inhibition above about 50%
NR5A2 inv ag = NR5A2 inverse agonism in reporter assay; actives 0.13% (n = 360,000); HEK293T StAR-luciferase reporter, LRH-1 transfected, 24 h; inhibition, % at 3.6 µM;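 active = inhibition above the mean inhibition of all tested compounds plus 3 SD, cut at about 73% in these data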;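 note: 0% = DMSO wells and 100% = reporter-only cells lacking LRH-1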
TRAIL sens C8 = caspase-8 TRAIL sensitization; NB7+C8 cells + TRAIL, ATPlite viability luminescence; inhibition (viability loss, TRAIL sensitization), % at 10 µM; actives 1% (n = 360,000); AID 624354;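 active = compounds causing at least 50% loss of cell viability in the single-dose screen, relative to plate controls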
CF NFkB block = cystic fibrosis NF-kB activation inhibition; inhibition, % at 5 µM; KKLEB NF-kB-GFP reporter, PAF-induced, GFP fluorescence overnight; AID 588850; actives 0.86% (n = 360,000);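 active = at least 50% inhibition at 5 µM, scaled per plate between neutral and stimulator controls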;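 note: PAF is a Pseudomonas aeruginosa culture filtrate used as stimulus; plate controls were PAF-stimulated DMSO wells for no effect and unstimulated DMSO wells for full effect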
SRC1 inh = inhibits human SRC1 coactivator. Q15788. HEK293 GAL4-SRC1 luciferase reporter, luminescence. inhibition, % at 3.6 µM. actives 0.12% (n = 360,000). AID 588354;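 active = inhibition above the campaign mean plus 3 SD, with each screening campaign given its own cutoff, cut at about 60% in these data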;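 note: 0% = DMSO treated cells and 100% = gossypol at 36 µM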
LMP1 NFkB inh = reduces LMP1-driven NF-kappaB luciferase signal | LMP1-induced NF-kappaB luciferase reporter cells, luminescence | inhibition, % at 12.5 µM | actives 0.69% (n = 350,000) | AID 504558; in the data active = inhibition above about 41%;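 note: 0% = neutral control wells and 100% = reference inhibitor control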
An asterisk follows results filed as active; / = no result given. Not all compounds are listed (hit frequency here may not be typical).

The opening five entries (preview)
Letter code – A = SRC3 inh; B = Shn3 3UTR inh; C = TROY signal inh; D = KKLEB tox; E = NR2F2 inh; F = TWEAK-Fn14 inh; G = NR5A2 inv ag; H = TRAIL sens C8; I = CF NFkB block; J = SRC1 inh; K = LMP1 NFkB inh
COc1ccccc1N1CCN(Cc2nc(N)nc(Nc3ccccc3)n2)CC1
  A = -7; B = 9; C = 2; D = 6; E = 1; F = 10; G = 2; H = 1; I = -10; J = -1; K = 6

Cc1nnc(SCC(=O)Nc2ncc3c(n2)CCCC3=O)s1
  A = -9; B = 2; C = 2; D = 7; E = 18; F = 1; G = 4; H = -6; I = -2; J = 4; K = 2

CCCC(=O)Nc1ccc2oc(-c3ccncc3)nc2c1
  A = -21; B = -38; C = -18; D = -5; E = -10; F = 11; G = -31; H = 2; I = 6; J = -56; K = 9

CCOc1ccc(S(=O)(=O)NCc2ccc(OC)cc2)c2cccnc12
  A = 8; B = 14; C = 5; D = 4; E = 2; F = 3; G = 14; H = 7; I = -11; J = 11; K = 0

O=C(COc1ccccc1)N1CCN(S(=O)(=O)c2ccc(Br)cc2)CC1
  A = -24; B = 4; C = 3; D = 6; E = -2; F = -13; G = 7; H = 3; I = 10; J = 12; K = -3

Main list (from the top)
Letter code – A = SRC3 inh; B = Shn3 3UTR inh; C = TROY signal inh; D = KKLEB tox; E = NR2F2 inh; F = TWEAK-Fn14 inh; G = NR5A2 inv ag; H = TRAIL sens C8; I = CF NFkB block; J = SRC1 inh; K = LMP1 NFkB inh
COc1ccccc1N1CCN(Cc2nc(N)nc(Nc3ccccc3)n2)CC1
  A = -7; B = 9; C = 2; D = 6; E = 1; F = 10; G = 2; H = 1; I = -10; J = -1; K = 6

Cc1nnc(SCC(=O)Nc2ncc3c(n2)CCCC3=O)s1
  A = -9; B = 2; C = 2; D = 7; E = 18; F = 1; G = 4; H = -6; I = -2; J = 4; K = 2

CCCC(=O)Nc1ccc2oc(-c3ccncc3)nc2c1
  A = -21; B = -38; C = -18; D = -5; E = -10; F = 11; G = -31; H = 2; I = 6; J = -56; K = 9

CCOc1ccc(S(=O)(=O)NCc2ccc(OC)cc2)c2cccnc12
  A = 8; B = 14; C = 5; D = 4; E = 2; F = 3; G = 14; H = 7; I = -11; J = 11; K = 0

O=C(COc1ccccc1)N1CCN(S(=O)(=O)c2ccc(Br)cc2)CC1
  A = -24; B = 4; C = 3; D = 6; E = -2; F = -13; G = 7; H = 3; I = 10; J = 12; K = -3

CCN(C(=O)c1cn(C)c(=O)c2ccccc12)c1ccccc1F
  A = 0; B = -10; C = 0; D = -10; E = 14; F = 7; G = -6; H = -2; I = 15; J = 10; K = -4

OCc1ccccc1-c1cnc2cccnn12
  A = -6; B = -11; C = -4; D = 7; E = 4; F = 14; G = 6; H = -2; I = 7; J = -21; K = /

O=C(c1ccc(CS(=O)(=O)Cc2ccc(Cl)cc2)o1)N1CCCC1
  A = -6; B = 3; C = 0; D = 13; E = 4; F = 11; G = 9; H = 3; I = 13; J = -21; K = 9

CCCNC(=O)N(C)c1nncnc1C(=O)NC
  A = 9; B = -7; C = -14; D = 8; E = -5; F = 4; G = 0; H = 3; I = -16; J = -18; K = -2

Cc1ccc(C(=O)O)cc1NC(=O)CSc1nnc(-c2ccccc2F)n1C1CCCCC1
  A = -7; B = -2; C = -7; D = 8; E = -19; F = -2; G = 5; H = 10; I = 3; J = 4; K = 0

COc1cccc(C(=O)NCC(=O)OCc2ccc(F)cc2Cl)c1
  A = 8; B = -2; C = 4; D = 5; E = -4; F = 20; G = -2; H = -7; I = 4; J = 12; K = -22

CO/N=C(/CS(=O)c1ccc(Br)cc1)c1ccc(OC)cc1 (stereo unspecified)
  A = 21; B = -6; C = -9; D = -3; E = -19; F = 13; G = -19; H = -4; I = 6; J = 2; K = -3

COc1cccc(C2c3c(oc4ccc(Cl)cc4c3=O)C(=O)N2c2cc(C)on2)c1OC (stereo unspecified)
  A = 12; B = 13; C = 14; D = -42; E = 3; F = -14; G = 15; H = -16; I = 35; J = -3; K = -6

Cc1cc(C)c(S(=O)(=O)c2ccccc2)c(OC(=O)c2c(Cl)cccc2Cl)n1
  A = 9; B = -28; C = 13; D = 13; E = -13; F = 1; G = 3; H = -3; I = 33; J = -32; K = 1

Cc1nc2ncnn2c(N2CCC(C(=O)NCC3CCCO3)CC2)c1Cc1ccccc1 (stereo unspecified)
  A = 4; B = 13; C = -1; D = -4; E = /; F = -5; G = 4; H = -2; I = -8; J = 12; K = 0

3 entries out of the list, arranged by formula weight, lowest first:
Letter code – A = SRC3 inh; B = Shn3 3UTR inh; C = TROY signal inh; D = KKLEB tox; E = NR2F2 inh; F = TWEAK-Fn14 inh; G = NR5A2 inv ag; H = TRAIL sens C8; I = CF NFkB block; J = SRC1 inh; K = LMP1 NFkB inh
Cc1nnc(SCC(=O)Nc2ncc3c(n2)CCCC3=O)s1
  A = -9; B = 2; C = 2; D = 7; E = 18; F = 1; G = 4; H = -6; I = -2; J = 4; K = 2

O=C(c1ccc(CS(=O)(=O)Cc2ccc(Cl)cc2)o1)N1CCCC1
  A = -6; B = 3; C = 0; D = 13; E = 4; F = 11; G = 9; H = 3; I = 13; J = -21; K = 9

Cc1ccc(C(=O)O)cc1NC(=O)CSc1nnc(-c2ccccc2F)n1C1CCCCC1
  A = -7; B = -2; C = -7; D = 8; E = -19; F = -2; G = 5; H = 10; I = 3; J = 4; K = 0

Next results:
Letter code – A = SRC3 inh; B = Shn3 3UTR inh; C = TROY signal inh; D = KKLEB tox; E = NR2F2 inh; F = TWEAK-Fn14 inh; G = NR5A2 inv ag; H = TRAIL sens C8; I = CF NFkB block; J = SRC1 inh; K = LMP1 NFkB inh
COc1ccc(-n2nc3c(N4CCC(C(=O)NCc5ccccc5)CC4)nnc(C)c3c2C)cc1
  A = -17; B = -2; C = -2; D = -4; E = -5; F = -17; G = 2; H = 2; I = -13; J = -10; K = 4

COC(=O)Cc1c(C(=O)OC)nnn1-c1cccc(C(F)(F)F)c1
  A = 6; B = -1; C = 11; D = -12; E = 5; F = -1; G = -16; H = 1; I = -5; J = 7; K = -4

COc1cc(S(=O)(=O)N2CCCCC2)ccc1NC=O
  A = 0; B = -10; C = 21; D = -2; E = -5; F = 1; G = 14; H = -4; I = 7; J = 6; K = -3

c1cncc(C(c2nnnn2C2CCCCC2)N2CCCCC2)c1 (stereo unspecified)
  A = 11; B = -9; C = 1; D = -8; E = -8; F = 8; G = 5; H = -7; I = -5; J = -19; K = -29

CC(=O)Nc1ccc(S(=O)(=O)N(C#N)c2nc(N(C)C)nc(N(C)C)n2)cc1
  A = -10; B = 13; C = 3; D = -2; E = 4; F = 4; G = -10; H = 0; I = -7; J = 3; K = -4

CC(C)c1ccc(N2C(=O)CC(Sc3ncccn3)C2=O)cc1 (stereo unspecified)
  A = 7; B = 5; C = 5; D = 4; E = 11; F = -6; G = -10; H = 9; I = -21; J = 3; K = 0

Cc1ccc(S(=O)(=O)NCCC(=O)Nc2ccncc2)cc1C
  A = 33; B = -7; C = 0; D = 1; E = -30; F = -1; G = -6; H = 10; I = 14; J = 6; K = 9

CCOC(=O)CC(NC(=O)C(CC)c1ccccc1)c1ccccc1Cl (stereo unspecified)
  A = 15; B = 12; C = 11; D = 9; E = -5; F = 14; G = 5; H = -1; I = -16; J = 0; K = 5

O=C(/C=C/c1cccs1)N1CCCC1
  A = -14; B = -13; C = -15; D = 10; E = -13; F = 22; G = -21; H = 9; I = -5; J = -3; K = 3
